IMPase Li cell = cell-permeable IMPase inhibitors with lithium potentiation | CHO-M1 cells, IP1 TR-FRET (IP-One), carbachol + lithium | Potency, µM (doses to about 59.4 µM), inactives show at the highest dose activity, negative = IMPase inhibition, actives largely listed as inhibitors | 210,000 tested, 0.35% active | AID 1457;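 note: IP1 builds up when IMPase is blocked and the TR-FRET signal falls; plate controls were basal vehicle for no effect and high inhibitor control for full effect; nearly all actives have a fitted effect of over 50% in size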
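CHO cells stably expressing M1 receptor (2000/well, cultured 16–30 h) treated 30 min at 37C with compound plus low lithium. Cytosolic IP1 by TR-FRET (665/620 ratio and 620 channel) after 10 min lysis; AC50 by Hill fit.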
Epigenetic derep = derepresses silenced GFP reporter in murine cells; murine LDR cells, GFP reporter derepression, 30 h; Potency, µM (highest dose often 53.9 µM), for the others: top-dose GFP activation, hits mostly activators; 280,000 tested, 0.2% active; note: % of control where 0% means no effect; nearly all actives have a fitted effect of over 60% in size
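Derepression of a silenced CMV-GFP reporter in murine LDR cells is scored by enumerating GFP-positive cells with a laser-scanning microplate cytometer after 30 hours of treatment at 37 C.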
NPSR antagonist = antagonists of human neuropeptide S receptor cAMP signaling. Q6W5P4. CHO-NPSR cells, cAMP TR-FRET, antagonist mode. Potency, µM (doses to about 38.3 µM), for the others: at the highest dose activity change, negative = inhibition, usual class: inhibitors. 220,000 tested, 1% active. AID 1461; note: % is set by controls: 0 for no effect and ±100 for the full control effect; nearly all actives have a fitted effect of over 50% in size; many of its hits are not listed in these tables
Target sequence (Q6W5P4 whole entry, looked up): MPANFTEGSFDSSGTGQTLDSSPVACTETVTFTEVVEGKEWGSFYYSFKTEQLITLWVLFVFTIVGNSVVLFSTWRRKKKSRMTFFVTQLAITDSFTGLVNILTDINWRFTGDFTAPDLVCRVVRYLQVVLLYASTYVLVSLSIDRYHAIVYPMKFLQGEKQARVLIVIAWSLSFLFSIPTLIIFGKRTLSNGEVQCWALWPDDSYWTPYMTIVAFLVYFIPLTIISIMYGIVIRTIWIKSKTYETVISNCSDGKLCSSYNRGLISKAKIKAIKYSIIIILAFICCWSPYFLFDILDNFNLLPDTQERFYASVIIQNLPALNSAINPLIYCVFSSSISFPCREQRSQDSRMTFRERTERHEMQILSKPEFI
Luc counter = Kinase-Glo luciferase inhibition (counter-screen); Q27757; Kinase-Glo luciferase, ATP luminescence, 8 min; Potency, µM (doses to about 38.3 µM), without a hit: at the highest dose activity change, negative = inhibition, usual class: inhibitors; 200,000 tested, 0.28% active; AID 1379; note: % is set by controls: 0 for no effect and ±100 for the full control effect; nearly all actives have a fitted effect of over 60% in size
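Kinase-Glo luciferase light output from ATP and luciferin was measured with 10 uM ATP, within the enzyme's linear range. Buffer: 50 mM imidazole pH 7.2, 50 mM KCl, 7 mM MgCl2, 0.01% Tween 20, 0.05% BSA; luminescence read after 8 min at ambient temperature.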
RECQ1 inh = blocks DNA unwinding by human RECQ1. P46063. 240,000 tested, 0.54% active. Potency, µM (titrated, usually from 57.3 µM), inactives show at the highest dose activity, negative = inhibition, usual class: inhibitors. RECQ1 DNA unwinding, red fluorescence kinetic read;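 note: plate controls were vehicle for no effect and no enzyme for full effect; nearly all actives have a fitted effect of over 30% in size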
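50 nM RECQ1T1 preincubated 15 min with compound in Tris pH 8.0 buffer with MgCl2, DTT, Tween-20 and 2.5 ug/ml poly(dI-dC); started with 200 nM TAMRA/BHQ-2 forked duplex and 2 mM ATP. Unwinding read as fluorescence (525/598 nm), two reads 2 h apart.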
RGS12 GoLoco inh = RGS12 GoLoco-Gai1 interaction inhibition. P63096. Gai1:RGS12 GoLoco peptide FP, rhodamine, 10 min. AID 880. Potency, µM (doses to about 61.6 µM), for inactives: top-dose activity, negative = inhibition, usual class: inhibitors. 230,000 tested, 0.44% active; active = well fitted inhibition curve with a large enough effect, not every such curve was filed as active; inactive = no such curve, though single readings can be large or run the other way; note: % is set by controls: 0 for no effect and ±100 for the full control effect; nearly all actives have a fitted effect of over 30% in size; many of its hits are not listed in these tables
Target sequence (P63096 whole entry, looked up): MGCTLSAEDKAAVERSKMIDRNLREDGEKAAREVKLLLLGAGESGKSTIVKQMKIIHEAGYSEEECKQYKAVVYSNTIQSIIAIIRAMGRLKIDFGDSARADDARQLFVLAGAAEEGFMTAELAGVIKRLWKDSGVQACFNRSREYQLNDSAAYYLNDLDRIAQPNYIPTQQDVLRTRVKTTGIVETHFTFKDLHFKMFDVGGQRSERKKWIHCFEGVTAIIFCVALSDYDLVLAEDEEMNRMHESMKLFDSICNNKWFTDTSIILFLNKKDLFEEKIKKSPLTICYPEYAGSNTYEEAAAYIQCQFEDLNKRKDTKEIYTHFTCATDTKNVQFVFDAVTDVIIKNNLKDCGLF
SMN2 splice up = SMN2 splice variant enhancement; HEK293 SMN2-luciferase splicing reporter, luminescence, 30-36 h; Potency, µM (highest dose often 46.1 µM), for the others: top-dose activity change, positive = activation, actives largely listed as activators; 210,000 tested, 2.8% active; AID 1458; note: % of control where 0% means no effect; nearly all actives have a fitted effect of over 55% in size
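HEK293 cells carry an SMN2 minigene-luciferase reporter in which exon 7 inclusion puts luciferase in frame. Cells were seeded at 2000 cells/well, attached for 10-12 hours, then exposed to compounds for 30-36 hours at 37C before ONE-Glo luminescence.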
KDM4E inh = JMJD2E (human) inhibition. JMJD2E catalytic domain, FDH-coupled NADH fluorescence (FDH is formaldehyde dehydrogenase). 230,000 tested, 1.6% active. Potency, µM (titrated, usually from 57.1 µM), for the others: top-dose activity change, negative = inhibition, actives largely listed as inhibitors. B2RXH2; active = well fitted inhibition curve with a large enough effect, not every such curve was filed as active; inconclusive = small, poorly fitted or top-dose-only effect, or another doubt; inactive = no such curve, though single readings can be large or run the other way;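 note: 0% = wells with enzyme and -100% = buffer wells without enzyme; nearly all actives have a fitted effect of over 50% in size; many of its hits are not listed in these tables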
Target sequence (B2RXH2 1-337 limits assumed): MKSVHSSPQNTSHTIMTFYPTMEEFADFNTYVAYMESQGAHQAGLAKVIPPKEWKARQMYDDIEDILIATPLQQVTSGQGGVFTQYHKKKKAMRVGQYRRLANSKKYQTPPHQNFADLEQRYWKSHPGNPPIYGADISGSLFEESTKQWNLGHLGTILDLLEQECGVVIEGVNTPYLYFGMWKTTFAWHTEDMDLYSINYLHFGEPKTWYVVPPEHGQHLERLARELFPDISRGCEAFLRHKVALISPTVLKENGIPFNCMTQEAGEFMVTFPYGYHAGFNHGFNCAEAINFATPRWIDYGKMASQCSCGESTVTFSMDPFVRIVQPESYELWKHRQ
* hit, by the source's call; i = inactive; ? = inconclusive; / = not tested or not shown; [ ] = another dose, or the depositor's remark. Unless noted, calls come from the whole dose curve; as a rule, active = well fitted curve in the direction sought with a large enough effect; inconclusive = small, poorly fitted or top-dose-only effect, or another doubt; inactive = no such curve, though single readings can be large; an effect the other way counts as inactive or inconclusive. Potency is the fitted concentration of half-maximal effect. A portion of the library. The share of hits here may be higher or lower than overall.

Keys – A = IMPase Li cell; B = Epigenetic derep; C = NPSR antagonist; D = Luc counter; E = RECQ1 inh; F = RGS12 GoLoco inh; G = SMN2 splice up; H = KDM4E inh
SMILES: COC(=O)CCN1CCN(S(=O)(=O)c2cccc(Br)c2)CC1
  A: 2% | B: -1.8% | C: 10% | D: -3% | E: 17% | F: -1% | G: 5% | H: -1%

SMILES: O=C(Nc1ccccc1-c1nnn(CC(=O)N2CCOCC2)n1)c1ccc(F)cc1
  A: 5% | B: -3.3% | C: -19% | D: 4% | E: 7% | F: 14% | G: -11% | H: 10%

SMILES: Cc1cc(O)c(C)c2c1CC[C@H]1[C@H](C)C(=O)O[C@H]21
  A: 3% | B: -0.3% | C: / | D: 0% | E: 2% | F: 4% | G: 0% | H: 0%

SMILES: Clc1ccc(OCc2cnc(Cl)s2)cc1
  A: -3%[38.3 µM] | B: 0.9% | C: 0%[46.1 µM] | D: -3% | E: -12% | F: 8% | G: -4% | H: 7%

SMILES: COc1ccc(/C=N/NC(=S)Nc2c(C)n(C)n(-c3ccccc3)c2=O)cc1OC
  A: / | B: 2.1% | C: -19% | D: / | E: -4% | F: 9% | G: / | H: -11%

SMILES: CSc1nc(C)cc(SCC(=O)Nc2ccc(Cl)cc2Cl)n1
  A: 2% | B: 4.0% | C: -21%[46.1 µM] | D: 2% | E: 6% | F: 8% | G: -45%[inhibitor] | H: -3%

SMILES: CN(C)c1ccc(C2CC(=O)C=C(Nc3ccccc3N)C2)cc1 (stereo not given)
  A: / | B: -0.4% | C: 2% | D: / | E: -10% | F: 10% | G: / | H: -8%

SMILES: COc1ccc(-n2cnnc2SCc2csc(-c3ccccc3)n2)cc1
  A: -10%[38.3 µM] | B: -1.6% | C: -22%[46.1 µM] | D: -2% | E: -1% | F: -2% | G: -13% | H: -14%

SMILES: CCn1c(O)c(N=NC2=NC(=O)CS2)c2ccccc21
  A: 17%[38.3 µM] | B: -0.9% | C: -6%[46.1 µM] | D: 3% | E: i | F: 11% | G: -8% | H: -4%

SMILES: Cc1ccc(CC2CC(=O)N(c3ncccn3)C2=O)cc1 (stereo not given)
  A: / | B: -1.8% | C: 40% | D: / | E: -16% | F: 1% | G: / | H: 7%

SMILES: Nc1nc(SCC(=O)Nc2ccccc2-c2ccccc2)n[nH]1
  A: -7%[38.3 µM] | B: -1.7% | C: -9%[46.1 µM] | D: -4% | E: -4% | F: 6% | G: 0% | H: 3%

SMILES: O=C(Nc1nc2c(s1)CCCC2)c1ccc(Br)s1
  A: 14%[38.3 µM] | B: -4.5% | C: ? | D: -4% | E: -8% | F: 8% | G: ? | H: -8%

SMILES: Cn1cccc1C(=O)N1CCC2(CC1)CN(Cc1cc(C(F)(F)F)cc(C(F)(F)F)c1)C2
  A: 14% | B: / | C: / | D: -2% | E: -9% | F: -9% | G: -16% | H: /

SMILES: O=C(N/N=C/c1c[nH]c2c1ccc1ccccc12)c1ccc([N+](=O)[O-])cc1
  A: -1% | B: 0.0% | C: 25% | D: 3% | E: i | F: 7% | G: 5% | H: 2%

SMILES: CCOC(=O)Nc1ccccc1C(=O)Nc1cc(C)cc(C)c1
  A: 10% | B: 1.1% | C: -18% | D: -1% | E: 4% | F: 12% | G: 5% | H: -11%

Part of the list above in order of length of the SMILES, low to high:
Keys – A = IMPase Li cell; B = Epigenetic derep; C = NPSR antagonist; D = Luc counter; E = RECQ1 inh; F = RGS12 GoLoco inh; G = SMN2 splice up; H = KDM4E inh
SMILES: Cc1ccc(CC2CC(=O)N(c3ncccn3)C2=O)cc1 (stereo not given)
  A: / | B: -1.8% | C: 40% | D: / | E: -16% | F: 1% | G: / | H: 7%

SMILES: CN(C)c1ccc(C2CC(=O)C=C(Nc3ccccc3N)C2)cc1 (stereo not given)
  A: / | B: -0.4% | C: 2% | D: / | E: -10% | F: 10% | G: / | H: -8%

SMILES: COc1ccc(/C=N/NC(=S)Nc2c(C)n(C)n(-c3ccccc3)c2=O)cc1OC
  A: / | B: 2.1% | C: -19% | D: / | E: -4% | F: 9% | G: / | H: -11%

New compounds follow.
Keys – A = IMPase Li cell; B = Epigenetic derep; C = NPSR antagonist; D = Luc counter; E = RECQ1 inh; F = RGS12 GoLoco inh; G = SMN2 splice up; H = KDM4E inh
SMILES: COc1ccc(-c2cc(C(=O)N3CCCc4ccccc43)no2)cc1OC
  A: 16%[38.3 µM] | B: 2.9% | C: -14%[46.1 µM] | D: 0% | E: -13% | F: 5% | G: -6% | H: -1%

SMILES: O=C(NNC(=S)Nc1ccc(F)cc1)[C@H]1C[C@@H]1c1ccccc1
  A: / | B: -2.2% | C: -13% | D: / | E: -16% | F: 4% | G: / | H: 3%

SMILES: COc1ccccc1N1CCN(/N=C\c2sccc2C)CC1
  A: 3% | B: -4.4% | C: -6% | D: 2% | E: 0% | F: 73%[activator] | G: -21% | H: 5%

SMILES: COc1ccc(CCNC(=O)c2ccc(C)s2)cc1OC
  A: 9% | B: -0.9%[10.1 µM] | C: 4% | D: 1% | E: i | F: 18% | G: -6% | H: -8%

SMILES: COc1ccccc1C1CCN(C(=O)c2ccco2)CC1
  A: / | B: 0.0% | C: -19% | D: / | E: -2% | F: 2% | G: / | H: -21%

SMILES: CCN(CC)S(=O)(=O)c1ccc(NC(=O)COC(=O)c2c[nH]c(=O)[nH]c2=O)cc1
  A: / | B: 2.1% | C: 13% | D: / | E: -4% | F: 4% | G: / | H: 1%

SMILES: CC(=C/c1ccccc1)/C=N/NC(=O)c1cnccn1
  A: 9%[38.3 µM] | B: -1.0% | C: -14%[46.1 µM] | D: -23% | E: -4% | F: 12% | G: ? | H: -6%

SMILES: COc1cccc(=O)c2c(C)n(C)c(C)c12
  A: 15%[38.3 µM] | B: 0.0% | C: -7%[46.1 µM] | D: -3% | E: ? | F: -5% | G: -17% | H: -21%

SMILES: COc1ccc(NC(=S)Nc2ccc(N)c([N+](=O)[O-])c2)cc1
  A: 3%[38.3 µM] | B: 0.0% | C: -16%[46.1 µM] | D: -4% | E: 3% | F: 7% | G: 16µM* | H: 2%

SMILES: CCOc1ccc(NC(=O)[C@@H](NC(=O)c2ccccc2Br)C(C)C)cc1
  A: 56%[activator][38.3 µM] | B: -0.8% | C: -20%[46.1 µM] | D: 15% | E: 0% | F: 15% | G: 10% | H: 1%

SMILES: COc1ccc(CCNC(=O)C2CCC(CNS(=O)(=O)c3ccccc3)CC2)cc1OC (stereo not given)
  A: -1% | B: -0.3% | C: 0% | D: 0% | E: 8% | F: 3% | G: -7% | H: -10%

SMILES: CC(=O)Nc1ccc(-c2csc(NC(C)c3ccccc3)n2)cc1 (stereo not given)
  A: -4% | B: -3.7% | C: -12% | D: -5% | E: -25% | F: 61%[activator] | G: 22% | H: -6%

SMILES: Cc1cccnc1NC(=O)Cn1nc([N+](=O)[O-])cc1C
  A: 7% | B: 0.9% | C: 3% | D: 0% | E: -5% | F: 0% | G: 13% | H: 7%

SMILES: O=C(Nc1ccccc1N1CCCC1)c1ccc(Cl)cc1Cl
  A: 7% | B: 2.4% | C: 48% | D: -2% | E: i | F: 16% | G: / | H: 2%

SMILES: COc1ccc2c(c1)C(C1C(=O)CCCC1=O)c1ccccc1O2 (stereo not given)
  A: -15%[38.3 µM] | B: 0.8% | C: -17%[46.1 µM] | D: -2% | E: -4% | F: -11% | G: -13% | H: 10%

Remaining list, next part:
Keys – A = IMPase Li cell; B = Epigenetic derep; C = NPSR antagonist; D = Luc counter; E = RECQ1 inh; F = RGS12 GoLoco inh; G = SMN2 splice up; H = KDM4E inh
SMILES: CCOC(=O)c1c(C)c(C(=O)NCc2cccs2)c(C)n1C
  A: -2%[38.3 µM] | B: 1.9% | C: -5%[46.1 µM] | D: -2% | E: -3% | F: 7% | G: -4% | H: 1%

SMILES: COC(=O)CSc1ccnc2cc(Cl)ccc12
  A: / | B: 0.0% | C: -10% | D: / | E: -3% | F: -3% | G: / | H: -10%

SMILES: O=C(CSc1nnc(-c2ccco2)n1-c1ccccc1)NCc1ccco1
  A: -7%[38.3 µM] | B: -0.9% | C: -14%[46.1 µM] | D: 0% | E: -10% | F: -4% | G: 1% | H: 10%

SMILES: NC(=O)C1CCN(C(c2ccccc2Cl)c2nnnn2Cc2ccc3c(c2)OCO3)CC1 (stereo not given)
  A: 11%[38.3 µM] | B: 0.7% | C: -13%[46.1 µM] | D: 1% | E: 10% | F: 0% | G: -16% | H: 3%

SMILES: O=C(O)c1cc(Cl)ccc1-c1ccc(/C=C/c2cc(C(F)(F)F)[nH]c(=O)n2)o1
  A: -6% | B: 4.2% | C: 9% | D: 0% | E: -1% | F: 60%[activator] | G: / | H: ?

SMILES: COc1ccc(NC2CC(=O)NC2=O)cc1 (stereo not given)
  A: -3%[38.3 µM] | B: 1.3% | C: -12%[46.1 µM] | D: -1% | E: 0% | F: -2% | G: -5% | H: -3%

SMILES: COc1ccc(CCCC(=O)N/N=C/c2ccccc2OC)cc1
  A: -4% | B: -3.5% | C: 12% | D: -4% | E: -11% | F: 3% | G: -14% | H: -5%

SMILES: O=C(COc1ncnc2c(Cl)cc(Cl)cc12)NC1CCCCCC1
  A: 22µM* | B: -1.7% | C: 4%[46.1 µM] | D: 0% | E: 2% | F: 12% | G: -1% | H: 0%

SMILES: CCN(Cc1ccccc1)C(=O)COC(=O)c1n[nH]c2ccccc12
  A: 25%[38.3 µM] | B: 2.6% | C: -16%[46.1 µM] | D: 18% | E: -10% | F: 2% | G: -6% | H: ?

SMILES: CCn1c(CNC(=O)Cc2ccc(OC)cc2)nnc1SCC(=O)c1ccccc1
  A: 7% | B: 0.0% | C: -3% | D: 0% | E: i | F: -2% | G: -2% | H: -6%

SMILES: Cc1ccc(CNC(=O)C2CC3Cn4c(nc5cc(C)c(C)cc54)C3N2C)o1 (stereo not given)
  A: / | B: -1.1% | C: 5% | D: / | E: -5% | F: 7% | G: / | H: 3%

SMILES: CCN(CC(=O)O)S(=O)(=O)c1cc(Cl)ccc1Cl
  A: 5%[38.3 µM] | B: -1.1% | C: -15%[46.1 µM] | D: 4% | E: i | F: 9% | G: 24% | H: -1%

SMILES: COc1ccc(C2N(S(=O)(=O)c3ccccc3)CCN2S(=O)(=O)c2ccc(C)cc2)cc1 (stereo not given)
  A: 36%[activator][38.3 µM] | B: 1.1% | C: -27%[46.1 µM] | D: -2% | E: i | F: 14% | G: -12% | H: 7%

Compound activity as filed in PubChem BioAssay.
